eIF4E-4G inh – eIF4E–eIF4G protein interaction inhibitors, primary screen, biochemical, uHTS, TR-FRET, eIF4GI fragment; Eukaryotic translation initiation factor 4E (Mus musculus) + Eukaryotic translation …; TR-FRET eIF4E-eIF4GI(517-606) binding, 2 h; inhibition, % at 21.7 µM; 220,000 tested, 0.37% active;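 active = inhibition above about 30%, limit read from the data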;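 note: 0% = full FRET control wells and 100% = background wells lacking eIF4GI fragment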
Ba/F3 V617F tox – reduced viability of JAK2V617F-dependent Ba/F3 cells, primary screen, JAK2V617F inhibitor project, cell-based, Ba/F3 EpoR-JAK2V617F, luminescence | ATP luminescence | 220,000 tested, 1.1% active | inhibition, % at 5.6 µM;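 active = inhibition above the campaign mean plus 3 SD over all tested compounds, cut at about 24% in these data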;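 note: cytokine-independent growth of Ba/F3 cells driven by EpoR plus mutant JAK2; 0% = DMSO-treated cells and 100% = JAK inhibitor I control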
S1P4 agonist – S1P4 receptor agonists, primary screen, cell-based. S1P4-expressing cell line, agonist reporter assay. 220,000 tested, 0.35% active. AID 1509, 2009. activation, % at 4.98 µM; in the data active = activation above about 11%;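 note: 0% = DMSO vehicle and 100% = reference agonist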
Target sequence (O95977 whole entry, looked up): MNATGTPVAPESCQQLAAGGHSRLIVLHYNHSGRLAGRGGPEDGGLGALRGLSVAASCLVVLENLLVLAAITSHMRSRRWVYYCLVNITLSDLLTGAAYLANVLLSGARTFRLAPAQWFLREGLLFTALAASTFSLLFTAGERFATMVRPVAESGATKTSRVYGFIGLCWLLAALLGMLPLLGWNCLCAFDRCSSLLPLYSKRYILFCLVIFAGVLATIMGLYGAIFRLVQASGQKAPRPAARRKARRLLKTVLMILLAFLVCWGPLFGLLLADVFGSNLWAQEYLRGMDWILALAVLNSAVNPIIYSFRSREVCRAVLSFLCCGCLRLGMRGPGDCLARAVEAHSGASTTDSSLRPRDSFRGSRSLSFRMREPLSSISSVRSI
Wee1 degr inh – Wee1 degradation inhibitors, primary screen, cell-based, HeLa, Wee1K328M-luciferase, luminescence; AID 1321, 2008; reporter increase, % at 5 µM; 220,000 tested, 1.2% active; HeLa Luc-Wee1K328M stability; 100% = proteasome inhibitor MG132 effect;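 active = activation above the mean of all tested compounds plus 3 SD, set per screening run, cut at about 8.8% in these data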;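 note: cells exposed to compound for 20 h before luminescence read; 0% = DMSO alone and 100% = MG132 at 30 µM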
S1P4 antag – S1P4 receptor antagonists, primary screen, cell-based; Sphingosine 1-phosphate receptor 4 (Homo sapiens), O95977; S1P4-expressing cells, antagonist mode, reporter read-out; inhibition, % at 4.98 µM; AID 1510, 2009; 220,000 tested, 0.26% active; in the data active = inhibition above about 29%;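 note: 0% = wells stimulated with agonist and 100% = vehicle wells without agonist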
PERK inh – block of dimerizer-induced PERK translation repression, primary screen, PERK inhibitor project, CHO PERK-DD cells, SEAP luminescence, HTS; Eukaryotic translation initiation factor 2-alpha kinase 3 (Homo sapiens), Q9NZJ5; CHO PERK-DD fusion, SEAP luminescence translation reporter; inhibition, % at 5.6 µM; 220,000 tested, 0.17% active;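 active = inhibition above the mean inhibition of all tested compounds plus 3 SD, set separately per screening campaign, cut at about 2.9% in these data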;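 note: PERK kinase domain activated by AP20187 dimerizer at 100 nM; 0% = DMSO with dimerizer and 100% = rapamycin at 8.4 µM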
BaF3 tox – parental Ba/F3 cell viability inhibition, counter-screen for JAK2V617F inhibitor project, murine pro-B, CellTiter-Glo luminescence | 220,000 tested, 1.1% active | inhibition, % at 5.6 µM | CellTiter-Glo ATP luminescence;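 active = inhibition above a per-campaign cutoff, the mean inhibition of all tested compounds plus 3 SD, cut at about 27% in these data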;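 note: 0% = DMSO wells and 100% = JAK Inhibitor I control wells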
NPY2 pot ag – NPY-Y2 potentiators or agonists, primary screen, cell-based. activation, % at 3.6 µM. cells expressing NPY-Y2, potentiator/agonist read-out. Neuropeptide Y receptor type 2 (Homo sapiens), P49146. 220,000 tested, 0.45% active; in the data active = activation above about 27%;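 note: cells stimulated with NPY near EC25 plus isoproterenol at EC100; 0% = vehicle plus submaximal agonist and 100% = vehicle plus saturating agonist; some results beyond the cut were filed as inactive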
MDM2 E3 inh – MDM2-luciferase reporter signal enhancers, primary screen, MDM2 E3 ligase inhibitor project, cell-based, luminescence, 1536-well | cell-based MDM2 ubiquitination luciferase reporter, 2 h; 0 = plate control, 100 = twice control, blank-subtracted | signal enhancement, % at 5 µM | 210,000 tested, 0.11% active | AID 1230, 2008;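 active = signal enhancement of 30% or more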;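 note: luminescence tracks abundance of the self-degrading MDM2-luciferase fusion protein; higher signal means inhibition of MDM2 E3 ligase activity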
Target sequence (Q00987 whole entry, looked up, the tested form may be a part): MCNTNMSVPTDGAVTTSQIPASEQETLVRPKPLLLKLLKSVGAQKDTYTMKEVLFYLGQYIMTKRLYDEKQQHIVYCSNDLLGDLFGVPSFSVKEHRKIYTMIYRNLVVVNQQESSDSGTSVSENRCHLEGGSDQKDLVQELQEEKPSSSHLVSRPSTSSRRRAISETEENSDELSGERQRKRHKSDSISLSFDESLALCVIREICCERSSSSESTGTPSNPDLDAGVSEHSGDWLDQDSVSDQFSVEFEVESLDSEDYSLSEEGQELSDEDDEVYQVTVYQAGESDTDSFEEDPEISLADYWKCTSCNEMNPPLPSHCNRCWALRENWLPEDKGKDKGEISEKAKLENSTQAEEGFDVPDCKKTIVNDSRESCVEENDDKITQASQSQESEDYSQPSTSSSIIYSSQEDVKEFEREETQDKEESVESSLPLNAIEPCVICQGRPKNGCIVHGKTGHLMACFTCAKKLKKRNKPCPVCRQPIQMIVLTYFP
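Buffer or medium: Cells held in DMEM | Assay system: Stable mammalian line carrying autodegrading MDM2–luciferase fusion reporter | Quantity: 2000 cells/well | Times: 4 h settle plus 2 h compound, 37 °C | Doses: One concentration, 5 µM, with 0.2% DMSO | Technique: Luminescence with SteadyLite reagent, 15 min at room temperature | Benchmarks: Plate controls and plate blanks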
Active calls of the source: *; . = no result given; [ ] = another dose, or the depositor's remark.

SMILES	eIF4E-4G inh	Ba/F3 V617F tox	S1P4 agonist	Wee1 degr inh	S1P4 antag	PERK inh	BaF3 tox	NPY2 pot ag	MDM2 E3 inh
CCOC(=O)C(C)Sc1nc2ccccc2c(=O)n1CC (centres undefined)	0.1	0.1	0.5	-2.4	-3.6	-1.2	3.8	-6.9	-9.4
O=C(NN1C(=O)C2C3C=CC(C3)C2C1=O)c1cccc(Cl)c1 (centres undefined)	-2.0	-4.0	1.8	-3.3	-4.8	0.3	1.7	-6.9	-2.9
CNC(=O)c1nnn(-c2ccccc2)c1C(=O)NC	-13.7	0.2	0.4	-0.3	0.1	0.8	3.3	8.0	-8.9
Cc1cc(C)c(OCC(=O)Nc2ccc3c(c2)OCO3)cc1C	13.9	-3.6	2.4	-1.6	-14.9	0.6	1.6	-15.4	6.8
Cc1oc2c(CN3CCCC3)c(O)ccc2c(=O)c1-c1ccc(Cl)cc1	-1.2	-1.5	-0.3	-2.7	-26.0	-0.3	0.2	7.4	-10.2
Cc1ccc(C2=NNC(=O)C(c3ccc(Cl)cc3)C2)cc1 (centres undefined)	7.4	2.9	1.6	0.7	-4.7	-0.8	5.4	2.2	-4.8
COc1ccc(C2C(C(=O)NCc3ccccc3)=C(C)Nc3ncnn32)cc1OC (centres undefined)	-6.1[fluorescence artefact?]	3.2	-0.2	-0.5	-20.3	0.5	4.6	-3.6	-13.9
Cc1cc(C)c(S(=O)(=O)NCc2cn3c(C)csc3n2)c(C)c1	-1.9[fluorescence artefact?]	-0.3	-0.7	-0.2	11.3	-0.2	-1.6	5.5	2.6
CC1CCN(c2c(NCc3ccc(C(=O)NCCc4ccc(Cl)cc4)cc3)c(=O)c2=O)CC1	-2.6	4.2	2.0	2.2	-1.0	1.3	10.3	-12.6	.
COc1ccc2cc(CN(CC3COCCO3)S(=O)(=O)c3ccc(Cl)cc3)c(=O)[nH]c2c1 (centres undefined)	5.0[fluorescence artefact?]	0.6	1.6	-2.0	-4.2	-1.2	8.5	2.6	-1.6
COC(=O)C1=C(C)NC(C)=C(C(=O)OC)C1c1ccc(-c2cccc([N+](=O)[O-])c2)o1	2.2	-2.7	-0.5	1.7	8.4	-2.2	0.6	-20.7	-8.4
CNC(=O)CN(c1cc([N+](=O)[O-])ccc1OC)S(C)(=O)=O	-2.0[fluorescence artefact?]	7.2	-0.9	-1.2	-12.4	2.7	15.6	-0.3	-9.7
Cc1ccc(S(=O)(=O)N2CCN(CC(=O)N/N=C/c3ccc(C)o3)CC2)cc1	-7.0	-2.0	2.6	-1.3	-15.5	0.0	3.2	5.4	-10.9
CC(=O)Nc1cccc(-c2nnc3n2CC(C)S3)c1 (centres undefined)	1.1[fluorescence artefact?]	3.7	0.4	2.5	-35.5	-0.1	5.3	-4.4	-1.4
CCN(CC)S(=O)(=O)c1ccc2oc(C(=O)N3CCCCCC3)c(C)c2c1	.	-0.4	-0.8	-1.9	-10.4	-0.4	2.5	-13.1	-1.1
COc1ccc(-c2n[nH]c(=S)n2-c2ccc(C)cc2)cc1	-2.8	-0.2	0.6	0.7	-7.2	1.3	-4.6	10.8	.
COc1ccc(-c2c(C#N)c(SCC(=O)c3cc4ccccc4oc3=O)nc(C)c2C(=O)Nc2ccccc2)cc1	2.6	-0.6	-1.7	-0.6	-14.2	0.3	4.9	1.3	-12.8
COc1ccc(S(=O)(=O)N(C)CC(=O)N2CCC(C(N)=O)CC2)cc1	-2.1	2.1	2.5	3.7	-24.2	0.3	3.0	3.0	-2.0
COc1ccc(-n2cnc3cc(NCc4ccccn4)ccc32)cc1	-1.3	-1.2	0.3	0.8	8.9	-0.1	4.1	-4.8	0.1
OCCNCc1cc(Br)ccc1OCc1ccc(Cl)cc1Cl	3.9	1.2	0.5	-2.2	-13.4	-1.1	2.8	-47.1	-9.3
COc1ccc(CN2CCN(CCc3ccccc3)C(CCO)C2)cc1Cn1cncn1 (centres undefined)	-2.0	0.9	0.2	-4.0	-2.5	-0.5	7.0	-3.9	-2.2
CCn1nccc1C(=O)Nc1ccc(Cl)cn1	-16.1	3.7	2.4	1.2	13.7	-0.8	6.7	-10.7	-15.1
CCC1Cc2c(nc(N)c3c(N)nc(N4CCOCC4)c(C#N)c23)O1 (centres undefined)	-0.8	5.1	0.4	-0.9	-0.8	0.5	9.3	0.5	-11.9
Cc1cccc(C)c1NC(=O)COC(=O)c1ccc2[nH]c3c(c2c1)CCCC3	-4.6	3.9	-0.3	0.1	1.5	-0.3	2.9	-3.9	-43.7
Cc1cccc(CSC2=NCCN2C(=O)c2ccc(Br)o2)c1	-2.9	-5.7	2.4	0.2	-16.3	0.4	0.4	-16.7	-15.0
COc1cccc(C(=O)NC(=O)Nc2cc(C)[nH]n2)c1	-0.3	-1.6	-0.1	4.8	-21.4	1.6	-7.7	-11.4	.
CC(=O)/C(=C\N(C)C)Sc1ccc(Cl)cc1	-0.3	-4.3	-2.2	9.1*	5.6	1.2	0.6	3.2	-9.7
C/C(N)=C(/C#N)C(=O)COC(=O)C1CCN(C(=O)c2ccc(Cl)cc2)CC1	0.6	4.7	0.6	-0.8	-3.8	0.2	8.6	1.5	-2.2
O=C(NCCc1ccccn1)C1CCN(S(=O)(=O)c2ccc(Cl)cc2)CC1	-0.7	4.0	1.0	2.4	-0.1	0.7	9.2	11.4	-10.1
CCCCCCC(C)OC(=O)Nc1cccc2ccccc12 (centres undefined)	-3.9	-4.4	-0.6	0.9	3.2	1.3	-1.8	-39.5	0.2
Cc1cc(C)n2nc(SCC3COc4ccccc4O3)nc2n1 (centres undefined)	-11.4	-0.1	1.0	1.6	-7.9	0.3	4.9	6.6	-28.3
Cc1ccnn1CC(=O)N/N=C/c1ccc2c(c1)OCO2	-6.2[fluorescence artefact?]	-8.4	-1.0	-1.5	-11.3	1.4	3.6	-7.1	-5.7
c1ccc(-c2cnc(-c3cccnc3)o2)cc1	9.0	-1.8	1.8	1.0	-6.8	0.6	1.6	6.2	-16.4
CC(C)CCNC(=O)C(c1ccco1)N(C(=O)Cn1nnc2ccccc21)c1ccc2c(c1)OCO2 (centres undefined)	-2.6[fluorescence artefact?]	3.4	1.3	-0.2	-9.9	-1.5	4.5	-15.9	-15.5
Cc1nnc(SCCCCSc2nnc(C)c(=O)[nH]2)[nH]c1=O	0.8	2.5	1.1	4.2	-5.6	1.5	4.3	-1.5	-14.9
COc1ccc(NC(=O)N(Cc2cc3ccc(OC)cc3[nH]c2=O)CC2CCCO2)cc1 (centres undefined)	-1.6	-1.3	-1.1	3.6	0.8	-0.2	3.8	6.8	-7.8
Cc1ccc2c(c1)NC(=O)c1cccnc1N2	11.7	-1.7	1.1	5.0	1.1	1.4	1.8	8.1	-13.6
CCOc1ccc(CCNC(=O)Cn2cccc2C(=O)c2ccccc2C)cc1OCC	-2.9[fluorescence artefact?]	1.9	3.8	-2.4	-8.2	-0.2	6.2	-5.2	-7.0
CCN(CC)C(c1ccc(F)cc1)c1nnnn1CC1CCCO1 (centres undefined)	-2.4	-1.9	0.2	-2.8	14.3	0.5	0.1	4.4	-8.4
CC(=O)c1cccc(NC(=O)C(OC(=O)c2cccc(S(=O)(=O)N(C)c3ccccc3)c2)c2ccccc2)c1 (centres undefined)	-4.5	0.9	-0.5	1.5	-18.8	-0.4	7.9	8.9	-4.0
COc1ccc2c(c1)CC(C)C/C2=N\NC(=O)c1ccco1 (centres undefined)	1.7	1.1	2.2	0.4	-16.1	0.2	9.6	-5.2	4.6
O=Cc1c(Sc2ccccc2)nc2ccccn2c1=O	-2.7	4.8	-0.8	-1.6	15.1	-0.8	0.8	-5.9	-0.9
S=C(NCCC(c1ccccc1)c1ccccc1)Nc1cccc(Cl)c1	-3.9	-3.7	0.2	1.4	8.0	1.2	0.7	-3.9	-8.7
O=C(O)COc1ccc(/C=N/NC(=O)c2ccc(-c3csc(Nc4ccc(Cl)cc4)n3)cc2)cc1	71.9*	-2.3	0.1	0.1	-14.1	0.8	-2.0	-15.2	.
CC(C)CC(CO)N1CCN(C(=O)c2ccc(Cl)cc2Cl)CCC1=O (centres undefined)	-3.5	-1.0	1.1	1.2	6.9	0.5	5.6	-8.0	.
CC(=O)C(Sc1ncnc2sc3c(c12)CCCC3)C(C)=O	2.0	-0.6	2.5	-1.2	-3.4	0.1	5.0	3.1	-8.1
Cc1cccc2sc(N(CCCN(C)C)C(=O)c3nc4ccccc4s3)nc12	-0.9	1.5	0.5	-0.7	-9.5	-0.3	7.1	1.6	-15.5
COc1cccc(Cn2nnc(C(=O)NCc3ccc(F)cc3)c2N)c1	0.8	5.0	-1.1	-1.2	0.6	-0.4	8.1	-19.5	-1.8
NC(=O)c1ccccc1NC(=O)/C=C/C(=O)O	1.3	0.0	0.4	0.1	13.0	1.3	2.2	3.6	-3.5
CCc1cc(C(=O)Nc2ccccc2)cs1	0.2	-6.9	1.7	-1.3	-12.7	0.1	1.3	2.6	-23.7
COc1ccc(-c2nnn(Cc3nc(N)nc(N4CCOCC4)n3)n2)cc1OC	-7.3[fluorescence artefact?]	-2.1	-0.4	-1.8	-1.4	-0.4	-0.8	11.7	-9.8
O=C(c1ccc(F)cc1)C(C(=O)N1CCCCC1)n1ccccc1=O (centres undefined)	-1.0	1.6	0.9	-1.8	-16.2	0.2	11.1	-4.8	-4.7
S=C(Nc1ccccc1Cl)NC1CC2CCCC(C1)N2C1CC1 (centres undefined)	0.2	2.4	1.8	-0.9	-1.7	-1.1	9.7	3.2	-5.7
CC(C(=O)Nc1ccccc1)N(c1cccc(Cl)c1)S(C)(=O)=O (centres undefined)	-3.5	0.8	-0.4	1.6	-2.1	1.2	1.8	6.3	4.2

Full records as entered above:
Shown for COc1ccc(-c2c(C#N)c(SCC(=O)c3cc4ccccc4oc3=O)nc(C)c2C(=O)Nc2ccccc2)cc1 : eIF4E-4G inh = 2.6; Ba/F3 V617F tox = -0.6; S1P4 agonist = -1.7; Wee1 degr inh = -0.6; S1P4 antag = -14.2; PERK inh = 0.3; BaF3 tox = 4.9; NPY2 pot ag = 1.3; MDM2 E3 inh = -12.8
Shown for COc1ccc(-c2nnn(Cc3nc(N)nc(N4CCOCC4)n3)n2)cc1OC : eIF4E-4G inh = -7.3[fluorescence artefact?]; Ba/F3 V617F tox = -2.1; S1P4 agonist = -0.4; Wee1 degr inh = -1.8; S1P4 antag = -1.4; PERK inh = -0.4; BaF3 tox = -0.8; NPY2 pot ag = 11.7; MDM2 E3 inh = -9.8

Screens (PubChem)
